Screening data from PubChem.
DAT uptake mod: human DAT dopamine uptake with cocaine, either direction. Q01959. LLC-PK1 hDAT cells, [14C]-dopamine uptake with cocaine IC80; actives deviate in either direction. B-score at 10 µM. hit rate 1.3% among 110,000;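 active = Z score or B-score, a plate-position-corrected score, falls beyond the plate's 99.7% confidence bounds, in either direction; inactive = both scores lie inside the 99.7% bounds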;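 note: scored against the spread of the other compound wells on the same plate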
Target sequence (Q01959 whole entry, looked up): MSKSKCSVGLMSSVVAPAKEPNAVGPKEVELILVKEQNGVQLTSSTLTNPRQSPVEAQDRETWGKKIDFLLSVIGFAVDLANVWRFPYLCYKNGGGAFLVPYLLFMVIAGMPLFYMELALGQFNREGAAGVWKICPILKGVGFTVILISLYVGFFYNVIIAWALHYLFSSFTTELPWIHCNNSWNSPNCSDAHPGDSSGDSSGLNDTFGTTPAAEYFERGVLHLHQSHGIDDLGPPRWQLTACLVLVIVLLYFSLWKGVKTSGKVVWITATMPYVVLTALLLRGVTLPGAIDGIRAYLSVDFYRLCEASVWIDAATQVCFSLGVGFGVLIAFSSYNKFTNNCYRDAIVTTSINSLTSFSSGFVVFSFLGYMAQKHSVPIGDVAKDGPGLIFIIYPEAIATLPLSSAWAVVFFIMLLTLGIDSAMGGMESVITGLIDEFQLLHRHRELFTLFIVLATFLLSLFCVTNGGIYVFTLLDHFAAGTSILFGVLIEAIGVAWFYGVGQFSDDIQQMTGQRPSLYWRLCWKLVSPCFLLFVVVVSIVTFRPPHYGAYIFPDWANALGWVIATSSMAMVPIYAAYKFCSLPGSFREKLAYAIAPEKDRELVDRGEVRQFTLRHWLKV
PLK1 PBD inh: inhibitors of human Plk1 polo box domain binding | P53350 | Plk1 PBD phosphopeptide binding, fluorescence polarization | inhibition, %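 (tested at about 20 µM)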 | hit rate 0.13% among 97,000 | AID 693; in the data active = inhibition above about 34%, passing the limit was not always enough
F-actin modifier: cytoskeleton assembly modification | HUVEC TNFa F-actin phalloidin imaging, high content | hit rate 0.18% among 91,000 | inhibition, % at 2 µM;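 active = inhibition above the batch mean plus 3 SD and confirmed as a hit by visual image inspection, cut at about 30% in these data, passing the limit was not always enough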; note: strong numbers were not always called active
sEH inh: soluble epoxide hydrolase (human) inhibition; P34913; recombinant human sEH enzymatic activity assay; inhibition, % at 2 µM; hit rate 0.34% among 91,000; AID 707; in the data active = inhibition above about 80%; note: values of inactives mirror those of a sister screen read the other way; many of its hits are not listed in these tables
TNFa cytotox: toxic to HUVEC cells under TNF alpha stimulation | HUVEC TNFalpha-stimulated, Hoechst cell count, imaging | cell count reduction, % at 2 µM | hit rate 0.17% among 93,000 | AID 848;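 active = cell count reduction exceeding the screen mean by over 5 SD, scaled to untreated wells per plate, cut at about 78% in these data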;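 note: cells counted after 24 h of TNF alpha exposure following the 1 h pretreatment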
HUVEC tox IL1B: toxic to HUVEC cells under IL-1B stimulation. hit rate 0.41% among 94,000. cell count reduction, % at 2 µM. HUVEC cell count loss, Hoechst imaging, IL-1B stimulated. AID 845;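 active = cell count reduction more than 3 SD above the screen-wide mean, cut at about 70% in these data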;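 note: normalized per plate to untreated control cells as the no-loss baseline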
VCAM1 TNFa inh: reduces TNF alpha induced VCAM1 expression in HUVEC; AID 802; inhibition, % at 2 µM; hit rate 0.48% among 95,000; HUVEC TNFa-induced VCAM-1 immunofluorescence, high-content imaging;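 active = inhibition above the batch mean plus 3 SD, with images confirmed as a hit by eye, cut at about 37% in these data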;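 note: 0% = TNF-stimulated DMSO wells and 100% = unstimulated control wells; not every result past the cut was called active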
PLK1 inh: PLK1 (human) kinase inhibition; recombinant PLK1 kinase, TR-FRET peptide phosphorylation; inhibition, % at 10 µM; hit rate 0.53% among 97,000; AID 619;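 active = inhibition of 50% or more in the single-concentration screen; inactive = inhibition below 50%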;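 note: 0% = DMSO max control and 100% = H-89 dihydrochloride min control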
E coli WT exp: blocks growth of wild type E. coli BW25113; growth inhibition, % at 100 µM; OD600 absorbance; hit rate 0.15% among 98,000;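 active = growth inhibition above about 50% at one test dose, limit read from the data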;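 note: growth measured after 20 h incubation at 37 °C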
* marks the source's active call; other numbers are inactive results; / = not tested or not shown.

canonical_smiles	PLK1 inh	sEH inh	VCAM1 TNFa inh	PLK1 PBD inh	DAT uptake mod	E coli WT exp	HUVEC tox IL1B	TNFa cytotox	F-actin modifier
O=C(CSc1ncccc1C(=O)O)NCCC1=CCCCC1	0	-2	0	7	-0.23	-4	1	6	-17
COCCn1cc(C(=O)N2CCN(C)CC2)c2c3ccccc3n(C)c2c1=O	12	8	6	-14	0.32	-1	-15	6	11
Cc1nc2nc(SCC(=O)NCc3ccco3)nn2c(C)c1Cc1ccccc1	-7	-7	-6	-31	/	-1	11	-20	11
Cc1cc(=O)oc(C)c1C(=O)NCCCN1CCN(c2ccc(F)cc2)CC1	-6	15	-6	21	0.16	1	-16	-22	0
CCOC(=O)c1c(NC(=O)c2cccs2)sc(CC)c1-c1cccs1	-11	3	2	-18	-0.21	-23	1	-28	/
Cc1ccc(-n2c(C)cc(C(=O)CSc3n[nH]c(N)n3)c2C)cc1	-7	/	-2	-2	0.73	4	-1	-21	24
O=C(NCCC1=CCCCC1)C1CCN(C(=O)c2ccc(Cl)cc2)CC1	-12	64	-4	-7	0.04	4	-16	-11	1
CCC(=O)c1ccc(O)c(CC=C(C)C)c1	-13	-5	14	22	0.42	17	-58	29	16
COC(=O)c1ccc(Cl)c(NC(C)=O)c1	-13	8	31	13	-0.5	4	-12	-2	9
CCCOc1ccc(C(=O)N2CCCc3ccccc32)cc1	-13	-10	2	-1	1.7	10	9	-32	-7
CC(C)C[C@H](N)c1nnc(S(=O)(=O)Cc2cccc(F)c2)o1	-6	18	2	6	-0.47	4	6	-23	-22
CSc1ccc(S(=O)(=O)NCc2ccc(C)cc2)cc1	-7	-7	6	-10	-1.1	-7	-22	-17	-12
COc1ccc(C2CC(C(F)(F)F)n3ncc(C(=O)O)c3N2)cc1OC (stereo unspecified)	-10	-11	-8	-9	-0.68	-8	6	-14	5
CCOC(=O)c1nnn(-c2nonc2N)c1CN(C)C1CCCCC1	1	-6	4	-11	-1.5	6	-15	-15	1
Cc1ccc2c(CNCc3ccco3)cc(=O)oc2c1	-14	-3	-5	15	-0.37	/	-6	11	-5
CCOC(=O)c1c(P(=O)(N2CCOCC2)N2CCOCC2)noc1N	-11	-4	13	-6	-0.099	6	-15	-23	14
Cc1cnn(-c2cc(N/N=C/c3ccccc3)ncn2)c1	-12	-4	-12	11	0.4	0	-60	23	-13
NS(=O)(=O)c1ccc(CCNC(=O)C2CCCN2C(=O)OCc2ccccc2)cc1 (stereo unspecified)	-6	8	0	-18	-0.13	2	-6	14	-11
CCOC(=O)c1c(C(F)(F)C(F)(F)C(F)(F)C(F)(F)F)n[nH]c1C	-3	2	13	15	0.007	8	-56	-16	8
CN1CCN(c2ccccc2NC(=O)c2cc3ccccc3o2)CC1	5	-1	6	-3	1.7	3	-6	-5	13
CCn1c(=O)cc(OCC(=O)NCCC(C)C)c2ccccc21	-7	34	18	5	-0.12	4	-2	-22	6
COc1cccc(NC(=O)c2ccc3snnc3c2)c1	-8	15	-19	5	0.077	/	-44	/	1
OCC(CO)(CO)n1cnnn1	-4	-3	4	-22	-0.24	7	-6	-4	7
CCOC(=O)C1=C(C)NC2=C(C(=O)CC(C)(C)C2)C1c1ccsc1 (stereo unspecified)	-9	7	16	6	-0.84	-3	-11	10	1
N=c1n(CCN2CCCC2)c2ccccc2n1CC(O)c1ccco1 (stereo unspecified)	-8	0	14	-20	-1.4	-2	-41	-4	27

The results go on:
canonical_smiles	PLK1 inh	sEH inh	VCAM1 TNFa inh	PLK1 PBD inh	DAT uptake mod	E coli WT exp	HUVEC tox IL1B	TNFa cytotox	F-actin modifier
CN(C)NC(=S)Nc1ccc(Cl)cc1	-8	-21	-30	-4	1	6	12	-11	8
Cc1cc(NC(=O)C2CCCN2C(=O)Nc2c(C)cccc2C)ccc1-n1cnnn1 (stereo unspecified)	-4	-4	-4	5	-0.48	/	-2	-26	8
CCN1CCN(CC(=O)Nc2ccc3c(c2)OCO3)C(=O)C1=O	0	-21	3	6	-0.16	5	-28	-18	9
Cc1ccccc1C(=O)Nc1c(C(=O)N2CCCC2)cnn1-c1ccccc1	-12	-6	8	5	0.49	1	0	13	-16
CCCC/C(C)=N/NC(=O)C(=O)NCCc1ccccc1	-10	27	14	-22	-0.019	-8	-24	12	-3
C=C(C)CSc1nnc(-c2cccc(Cl)c2)n1N	1	3	-3	25	0.0024	12	-13	-7	11
CCCCn1nnnc1SCC(=O)NCc1ccco1	-2	22	13	-13	0.22	18	-22	-11	-7
CC(NC(=O)Nc1ccccn1)N1C(=O)C2C3C=CC(C3)C2C1=O (stereo unspecified)	-5	2	-18	17	-0.72	4	1	7	0
CS(=O)(=O)N1CCN(c2ccc([N+](=O)[O-])c(NCc3ccccc3)c2)CC1	-17	5	0	-22	/	-13	17	-7	-10
Cc1ccc(NC(=O)Nc2sc(=S)n(C)c2C)cc1	1	48	5	14	-0.42	-9	-10	-22	/
COC(=O)Nc1c(-c2ccccc2)nc2ccccn12	-8	7	19	3	-1.3	6	-1	-8	-13
COC(=O)CCCCCNc1ccc(C(=O)OC)cc1N	-12	-9	3	-4	-0.3	4	8	-10	-4
COc1cnc(N(C)C)nc1Sc1ccc(Cl)cc1	-10	3	25	-6	0.27	3	/	13	-27
Cc1ccc(CSc2nnc(CC(=O)Nc3ccc(C)cc3)n2C)cc1	-8	5	-11	6	0.54	1	-26	12	7
O=C(NC1CCCCCC1)C1CCN(S(=O)(=O)N2CCC3(CC2)OCCO3)CC1	-19	66	-1	12	0.012	-1	2	-39	13
CC(C)(C)c1ccc(C(=O)N/C(N)=N/c2nc3ccccc3o2)cc1	-10	12	17	-20	-0.67	-8	-5	-23	/
Cc1csc(-c2cnn(-c3ccccc3)c2NC(=O)c2cccc(F)c2)n1	29	-15	-3	14	0.12	6	22	4	-22
COc1ccc(N2CCN(C(=O)c3cc4c(-c5ccc(Cl)cc5)nn(C)c4s3)CC2)cc1	-4	-7	17	22	0.68	-8	-11	2	-13
COc1ccc(Cc2nnc(N)s2)cc1OC	-9	5	7	28	-0.25	/	5	-13	22
Cc1n[nH]c(C)c1CCCOc1ccccc1	0	-11	-2	11	0.3	5	-29	9	6
O=C(CSc1ncccn1)Nc1ccc(N2CCOCC2)cc1	-2	-4	-12	13	0.012	8	9	-28	-6
COc1cccc(CN(CC(=O)NCC2CCCO2)C(=O)CCC(=O)Nc2cc(C)on2)c1 (stereo unspecified)	-9	4	3	-8	0.084	-3	-12	-21	37
COc1cccc(C(=O)CSc2nnnn2C)c1	-1	-11	-20	-12	0.28	5	-49	-37	-13
COCCN1Cc2cccc(C(=O)Nc3cccnc3)c2C1=O	-10	3	-21	-2	0.27	4	16	9	-7
CCN(CC)S(=O)(=O)c1ccc(NCc2ccccc2)nc1	-12	/	4	-15	-1.1	1	-17	7	-15

Carrying on.
canonical_smiles	PLK1 inh	sEH inh	VCAM1 TNFa inh	PLK1 PBD inh	DAT uptake mod	E coli WT exp	HUVEC tox IL1B	TNFa cytotox	F-actin modifier
CC1CCCCN1CCNC(=O)CC1Oc2ccccc2NC1=O (stereo unspecified)	-6	6	11	6	0.32	8	-1	16	-3
Cc1cc(C)c2c(=O)[nH]c(SCC(=O)Nc3ccccc3)nc2n1	52*	4	3	5	0.41	-4	-29	-6	0
Cc1cc(NC(=O)c2cnccn2)no1	16	/	-8	1	-0.061	4	-26	-7	49
Cc1ccc(C)c(-n2nnnc2SCC(=O)c2ccc3c(c2)NC(=O)CO3)c1	-4	-8	0	19	0.65	3	2	-22	7
O=C(CN1CCN(c2ccc(F)cc2)CC1)Nc1cccc(C(F)(F)F)c1	1	19	-12	4	0.26	-4	-14	-9	16
CN1C(=O)C2(C(C#N)=C(N)Oc3c2oc(CO)cc3=O)c2ccccc21 (stereo unspecified)	-5	-8	14	-14	0.009	5	-4	-16	13
CCOC(=O)Nc1ccc2c(c1)ncn2C1CCCCC1	-7	-4	-1	13	-0.61	4	-23	17	-24
CN1CCc2c(sc3c2c(=O)n(-c2ccccc2)c2n[nH]c(=S)n32)C1	-6	-9	20	-21	-1.3	-2	-57	18	-9
Cn1c(SCC(=O)NC(=O)NCc2ccco2)nnc1-c1ccccc1	-5	-5	3	2	0.36	6	20	-36	27
CC(C)c1ccc(NC(=O)C(c2ccccc2)N2CCOCC2)cc1 (stereo unspecified)	-6	-5	9	-23	-0.26	4	-24	-16	12
CCOC(=O)c1sc2cccc(F)c2c1N	-20	-8	6	21	0.22	11	-35	9	-5
Cc1cccc(C2CC(c3ccc(F)cc3)Nc3nc(N)nn32)c1 (stereo unspecified)	-14	12	5	-17	0.04	12	-16	-35	8
CCCCC(=O)NC1=NC(=O)C(C)(C)S1	1	3	7	-16	0.18	-2	-18	-15	-8
Cc1ccc(N2CC(C(=O)Oc3cccc(N4C(=O)CCC4=O)c3)CC2=O)cc1 (stereo unspecified)	-7	-13	-2	11	-2.1	-16	-30	8	-3
O=[N+]([O-])c1cc(S(=O)(=O)C(F)(F)F)ccc1Sc1nc2ccccc2[nH]1	-1	14	5	1	0.056	23	-66	-30	-9
CO/N=C/NC(=O)c1c(OC)ccnc1Oc1cccc(C(F)(F)F)c1	-4	-8	7	-46	0.039	0	-10	-12	26
CC1CCCN(Cc2nc3c(c(=O)n(C)c(=O)n3C)n2CCCc2ccccc2)C1 (stereo unspecified)	-5	16	23	4	2.8	-3	7	0	-1
CC1(C)CN(c2ccccc2)N(C(=O)c2ccc(F)cc2)C1=O	-11	-1	20	-10	-1.3	0	-39	-31	27
CCCCOc1ccc(NC(=O)c2cnc(C)cn2)cc1	-9	6	1	-4	0.16	-1	-2	-1	-6
Cc1noc(C)c1S(=O)(=O)Nc1c(C)n(C)n(-c2ccccc2)c1=O	-9	1	19	11	1.4	-3	-52	-19	10
COc1ccc[nH]c1=O	1	-7	-63	0	-1.2	3	-22	-49	-4
CCc1nnc(NC(=O)CSc2nccn2-c2cccc(C)c2)s1	-10	8	-1	-3	0.35	7	5	-16	5
COc1ccccc1OCC(=O)N1CCNC1=O	2	10	5	-11	-0.32	5	-6	-13	-10
Cc1cc(NC(=O)CSc2ncnc3ccccc23)no1	-2	7	-1	1	-1	5	12	-14	-13
CCOC(=O)Cn1nnnc1CN(Cc1ccc(OC)cc1)Cc1cc2cc(CC)ccc2[nH]c1=O	-12	-27	-9	-26	1.9	2	6	10	-1

Later entries
canonical_smiles	PLK1 inh	sEH inh	VCAM1 TNFa inh	PLK1 PBD inh	DAT uptake mod	E coli WT exp	HUVEC tox IL1B	TNFa cytotox	F-actin modifier
Cc1ccccc1Cn1cnc2c(nnn2Cc2ccc(F)cc2)c1=O	-1	1	0	21	0.4	-8	-5	0	-14
COC(=O)Nc1sc2c(c1C(=O)NC1CC1)CCCCCC2	-7	7	13	0	-1.1	1	-9	-21	3
Cc1cccc(CSc2nnc(NC(=O)c3ccco3)s2)c1	-16	-4	11	19	-0.38	-7	6	-13	-10
O=C1CCC(=O)N1c1nc2nc(-c3ccccc3)cc(=O)n2[nH]1	-4	-3	-25	11	-0.44	5	-2	11	-28
COc1ccc2nc3c(cc2c1)c(NC(=O)C1CCCO1)nn3CC(C)C (stereo unspecified)	-1	-3	1	-7	1.1	-2	-12	-11	17
Cc1ccc(Br)cc1S(=O)(=O)N1CCN(c2ccccc2)CC1	-7	-18	-22	4	-0.43	-8	-7	/	28

Another view of 3 compounds above:
The line under a structure holds: PLK1 inh	sEH inh	VCAM1 TNFa inh	PLK1 PBD inh	DAT uptake mod	E coli WT exp	HUVEC tox IL1B	TNFa cytotox	F-actin modifier
Cc1cccc(CSc2nnc(NC(=O)c3ccco3)s2)c1
 : -16	-4	11	19	-0.38	-7	6	-13	-10
Cc1ccccc1Cn1cnc2c(nnn2Cc2ccc(F)cc2)c1=O
 : -1	1	0	21	0.4	-8	-5	0	-14
Cc1ccc(Br)cc1S(=O)(=O)N1CCN(c2ccccc2)CC1
 : -7	-18	-22	4	-0.43	-8	-7	/	28
